Bioassay records (PubChem BioAssay)
Menin-MLL TR inh – displaces Texas Red mutant MLL peptide from human menin | O00255 | AID 1768 | Potency, µM (titrated, usually from 61.6 µM), inactives show at the highest dose FP activity change, negative = inhibition, hits mostly inhibitors | 0.23% of 270,000 active | Menin + Texas Red MLL mutant peptide, fluorescence polarization; active = well fitted inhibition curve with a large enough effect in the polarisation, with a control signal flat, not every such curve was filed as active; inconclusive = small, poorly fitted or top-dose-only effect, or effect the other way, or a change in a side signal; inactive = no such curve, though single readings can be large or run the other way; the % refers to the polarisation; note: potency is the fitted concentration of half-maximal effect; % of control where 0% means no effect; many of its hits are not listed in these tables
FBPA coupling cs – inhibits coupling enzyme system, counter-screen for aldolase hits; coupling enzyme system counterscreen, AmpLite Red fluorescence; activity change, negative = inhibition, % at 58.2 µM, hits read low; 0.67% of 290,000 active; AID 2472; in the data active = activity change below about -30%; note: % is set by controls: 0 for no effect and ±100 for the full control effect
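Activity here indicates interference with the coupling reaction, not aldolase inhibition. Compounds at 57.5 uM final met coupling enzymes for 10 min at RT; substrate and AmpLite Red detection followed, with a 525/598 nm fluorescence read after 20 min.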
PKM2 act – increases activity of human pyruvate kinase M2; purified PKM2, Kinase-Glo ATP luminescence, activation; response scale: 0% is enzyme alone, no compound; 0.34% of 260,000 active; P14618; Potency, µM (titrated, usually from 57.5 µM), inactives show at the top dose activation, hits mostly activators; AID 1631; note: potency is the fitted concentration of half-maximal effect; % is set by controls: 0 for no effect and ±100 for the full control effect; nearly all actives have a fitted effect of over 55% in size
Target sequence (P14618 whole entry, looked up): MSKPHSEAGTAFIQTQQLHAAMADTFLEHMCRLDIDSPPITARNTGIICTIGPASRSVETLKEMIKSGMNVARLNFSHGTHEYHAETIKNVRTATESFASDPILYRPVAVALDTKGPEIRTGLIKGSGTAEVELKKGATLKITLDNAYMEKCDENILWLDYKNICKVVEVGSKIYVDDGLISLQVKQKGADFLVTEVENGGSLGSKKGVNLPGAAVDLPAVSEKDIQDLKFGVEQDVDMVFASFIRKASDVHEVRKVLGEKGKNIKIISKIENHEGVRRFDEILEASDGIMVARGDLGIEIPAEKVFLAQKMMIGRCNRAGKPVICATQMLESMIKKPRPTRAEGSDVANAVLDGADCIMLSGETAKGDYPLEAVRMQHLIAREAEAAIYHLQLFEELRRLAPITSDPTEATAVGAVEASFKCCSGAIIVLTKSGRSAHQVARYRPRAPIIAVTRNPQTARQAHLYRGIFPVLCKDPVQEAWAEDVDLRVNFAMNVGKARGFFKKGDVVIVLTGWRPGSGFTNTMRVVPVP
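Purified hPK-M2 (>95% pure) converted ADP (0.1 mM final) to ATP with 0.5 mM PEP in 50 mM imidazole pH7.2, KCl, MgCl2, Tween 20, BSA; 1 h at room temperature. ATP detected by Kinase-Glo luminescence.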
GALK inh – inhibitors of human galactokinase | P51570 | 0.007% of 270,000 active | AID 1868 | Potency, µM (highest dose often 57.5 µM), for the others: at the highest dose activity change, negative = inhibition, hits mostly inhibitors | Purified GALK, Kinase-Glo residual ATP luminescence; note: potency is the fitted concentration of half-maximal effect; % is set by controls: 0 for no effect and ±100 for the full control effect
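ATP-depletion format; final 35 uM ATP, 100 uM D-galactose, 5 nM enzyme; pH 8.0 HEPES/Mg2+ buffer; 60 min RT; luminescence read 10 min after detection reagent.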
Chronic BCR inh – inhibitors of chronic active B-cell receptor signaling | 0.05% of 340,000 active | Potency, µM (highest dose often 46.1 µM), for the others: at the highest dose ratio change, negative = lower green/red ratio, hits mostly inhibitors | ABC-DLBCL IkBa-CBG/CBR reporter, luminescence ratio, 4 h; active = well fitted inhibition curve with a large enough effect in the signal ratio, with a control signal flat, not every such curve was filed as active; inconclusive = small, poorly fitted or top-dose-only effect, or effect the other way, or a change in a side signal; the % refers to the signal ratio;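 note: potency is the fitted concentration of half-maximal effect; plate controls were basal doxycycline-induced cells for no effect and cells given 10 µM MG132 for full effect; MG132 reads +100%, hits lower the ratio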
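TMD8 human ABC-DLBCL cells with doxycycline-inducible IκBα–green luciferase fusion and unfused red luciferase, in 0.5% FBS medium; compounds up to 46 uM, 4 h at 37C. Green/red luminescence ratio, filter-overlap corrected, fitted to concentration-response curves.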
B2AR arrestin – beta2AR (human) beta-arrestin recruitment activity; P07550; beta-arrestin recruitment to beta2AR, cell-based reporter; Potency, µM (series often up to 46.1 µM), without a hit: at the top dose activation, usual class: activators; 0.02% of 330,000 active; AID 492947;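 note: potency is the fitted concentration of half-maximal effect; 0% = DMSO controls and full agonism = EC100 isoproterenol or metaproterenol; nearly all actives have a fitted effect of over 65% in size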
Target sequence (P07550 whole entry, looked up): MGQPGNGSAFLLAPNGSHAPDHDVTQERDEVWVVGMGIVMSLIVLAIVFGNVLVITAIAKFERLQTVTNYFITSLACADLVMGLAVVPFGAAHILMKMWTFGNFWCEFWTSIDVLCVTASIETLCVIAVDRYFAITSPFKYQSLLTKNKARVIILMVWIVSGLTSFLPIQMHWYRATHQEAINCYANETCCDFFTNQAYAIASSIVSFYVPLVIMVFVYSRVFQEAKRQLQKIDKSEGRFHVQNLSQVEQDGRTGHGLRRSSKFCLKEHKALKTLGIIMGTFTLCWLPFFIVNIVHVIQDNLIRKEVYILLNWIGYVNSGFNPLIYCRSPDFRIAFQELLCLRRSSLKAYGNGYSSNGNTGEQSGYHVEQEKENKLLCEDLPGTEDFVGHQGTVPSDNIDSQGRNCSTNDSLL
S-ASM inh – human S-ASM enzyme inhibition; P17405; placental ASM, HMU-PC fluorogenic substrate, 60 min; Potency, µM (titrated, usually from 57.5 µM), for inactives: at the highest dose activity change, negative = inhibition, most hits filed as inhibitors; 0.006% of 340,000 active; note: potency is the fitted concentration of half-maximal effect
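Fluorogenic HMU-PC substrate (9 uM final) is turned over by placental ASM in 60 min at 37 C after a 10 min compound preincubation. Reaction ended by alkaline stop (pH 10), with fluorescence read at 386/447 nm.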
TSG101-PTAP inh – blocks PTAP/TSG101 interaction to inhibit HIV-1 budding | AID 493005 | Potency, µM (top dose mostly 115 µM), for the others: top-dose activity change, negative = inhibition, hits mostly inhibitors | 340,000 tested, under 10 active | Fluorescence polarization, FITC-PTAP peptide / Tsg101 binding | Q99816; active = well fitted inhibition curve with a large enough effect in the main read-out, with a control signal flat, not every such curve was filed as active; inconclusive = small, poorly fitted or top-dose-only effect, or effect the other way, or a change in a side signal; inactive = no such curve, though single readings can be large or run the other way; note: potency is the fitted concentration of half-maximal effect; % of control where 0% means no effect
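FP read-out: FITC-PTAP peptide, 50 nM final, binding Tsg101 binding domain, 10 uM final; 20 min, r.t.; 10 mM HEPES pH 7.5, 0.15 M NaCl, 0.01% Tween 20, 3 mM EDTA, 0.1 mM TCEP.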
Giardia kill – Giardia lamblia killing. Giardia lamblia trophozoite viability. activity change, % at 7.66 µM, hits read low. 0.15% of 340,000 active; in the data active = activity change below about -80%; inconclusive = between about -30% and that limit;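 note: parasites exposed to compound for two days anaerobically before the ATP read; % is set by controls: 0 for no effect and ±100 for the full control effect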
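Trophozoites 100 cells/well + cpd; 48 hrs, 37 deg C, anaerobic. ATPLite 1-Step added, 15-30 min RT, luminescence read (ATP-based viability).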
Tb PFK block – inhibitors of T. brucei phosphofructokinase | T. brucei PFK, ADP-Glo luminescence | O15648 | Potency, µM (titrated, usually from 57.5 µM), without a hit: top-dose activity, negative = inhibition, usual class: inhibitors | AID 485367 | 0.17% of 330,000 active;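 note: potency is the fitted concentration of half-maximal effect; 0% = uninhibited 1x PFK enzyme wells and -100% = no-enzyme wells; nearly all actives have a fitted effect of over 60% in size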
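Compounds were pin-transferred as a titration series up to 57 uM into substrate buffer (0.5 mM F6P, 0.1 mM ATP, pH 8.0), then 1.25 nM PFK was added and reactions ran 45 min before ADP-Glo detection.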
Integrin act MD – activates integrin-mediated alleviation for muscular dystrophy | alpha7betagal myoblasts, beta-gal FDG fluorescence, 48 h | Potency, µM (doses to about 38.3 µM), for inactives: at the top dose activation, hits mostly activators | 0.064% of 350,000 active;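 note: potency is the fitted concentration of half-maximal effect; 100% = response of the positive control SU9516; nearly all actives have a fitted effect of over 60% in size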
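alpha7betagal+/- myoblasts (passage 13, 250/well) treated 48 h at 37C with compounds at 1:260 dilution of DMSO stock. Lysed, then beta-galactosidase activity read as FDG fluorescence (ex 480/em 540) after 30 min, with pre-read for autofluorescence.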
Numbers without * were called inactive; i = inactive; ? = inconclusive; nt = no result given; [ ] = another dose, or the depositor's remark. Unless noted, calls come from the whole dose curve; as a rule, active = well fitted curve in the direction sought with a large enough effect; inconclusive = small, poorly fitted or top-dose-only effect, or another doubt; inactive = no such curve, though single readings can be large; an effect the other way counts as inactive or inconclusive. Some of the compounds tested; rates above refer to the full screens.

Each structure is followed by: B2AR arrestin	S-ASM inh	Integrin act MD	Tb PFK block	TSG101-PTAP inh	Menin-MLL TR inh	GALK inh	PKM2 act	FBPA coupling cs	Giardia kill	Chronic BCR inh
- CC(Oc1ccccc1)C(=O)Nc1nc(-c2ccncc2)cs1 (stereo not drawn)
 : -0.1%	3%	12%	6%	-6%	nt	nt	nt	nt	9	8%
- COc1c2ccoc2cc2oc(C)cc(=O)c12
 : nt	6%	-22%	nt	-2%	-14%	nt	nt	-4	19	nt
- Brc1ccc(-c2csc(N3CCC(c4ccccc4)C3)n2)cc1 (stereo not drawn)
 : 0.0%	0%	13%	2%	-2%	?	5%	2%	-2	-4	-14%
- CCN(CC)S(=O)(=O)c1cccc(NC(=O)CN2C(=O)NC3(CCOc4ccccc43)C2=O)c1 (stereo not drawn)
 : -0.9%	3%	0%	-3%	0%	nt	nt	nt	nt	29	-13%
- Cc1ccc(NC(=O)CN(C)C(=O)COc2ncnc3ccc(Br)cc23)cc1
 : 0.0%	3%	-12%	1%	-1%	nt	nt	nt	nt	4	-2%
- O=C(NCc1ccccc1)c1cccc2c1C(=O)c1ccc(/C=C/c3ccccc3)cc1S2(=O)=O
 : 0.3%	17%	-31%	1%	12%	nt	nt	nt	nt	-11	?
- CC(=O)c1cccc(NC(=O)COc2cc(C)on2)c1
 : -1.2%	-2%	-16%	-3%	0%	nt	nt	nt	nt	15	1%
- O=C(NCc1ccc(Cl)cc1)C(=O)NCC(c1cccnc1)N1CCN(c2ccc(F)cc2)CC1 (stereo not drawn)
 : -0.1%	0%	-45%	-2%	-6%	-2%	-2%	1%	1	-7	-15%
- Cc1c(C(=O)N2CCN(c3ncccn3)CC2)oc2c(Cl)cccc12
 : -0.3%	-1%	?	-1%	1%	nt	nt	nt	nt	-15	0%
- CCCC(=O)N(CCN1CCOCC1)c1nc2c(F)cc(F)cc2s1
 : 0.0%	-1%	38%	1%	-7%	nt	3%	nt	nt	-2	-1%
- CCOc1ccccc1CNC(=O)c1cc2oc3ccccc3c2n1C
 : -0.3%	-2%	-47%	-3%	1%	nt	-4%	-2%	-3	2	?
- CCOCCCNC(=O)c1cc(Sc2ccc(F)cc2)nc2ccccc12
 : -0.4%	65%	20%	-2%	4%	-7%	0%	0%	4	33[activator]	-14%
- Cc1ccc(C(=O)NC(C)c2ccc(-n3ccnc3)cc2)c(C)c1 (stereo not drawn)
 : 0.4%	2%	33%	-4%	-6%	nt	-5%	-3%	nt	12	4%
- NC1=NC2(CCN(Cc3ccccc3)CC2)n2c(nc3ccccc32)N1
 : 0.1%	5%	2%[7.66 µM]	2%	0%	?	0%	-3%	0	0	-16%
- C[C@H](CO)N1C[C@H](C)[C@@H](CN(C)S(C)(=O)=O)Oc2ccc(NS(=O)(=O)c3ccccc3)cc2C1=O
 : -0.2%	2%	5%	5%	-4%	nt	nt	nt	nt	17	-1%
- COc1ccc(/C=C2\SC(=S)N(CCC(=O)NC3C=CS(=O)(=O)C3)C2=O)cc1 (stereo not drawn)
 : -1.0%	-4%	-37%	-1%	-2%	-8%	-3%	-1%	5	-25	?
- CC(=O)Nc1ccc(C(=O)CSc2nnnn2C)cc1
 : -0.1%	-2%	16%	-4%	-2%	nt	-1%	-3%	1	11	0%
- Cc1cccc(C)c1NC(=O)CCCSc1nnc(-c2ccc(F)cc2)n1-c1ccccc1
 : 0.1%	2%	-23%	-9%	-2%	-18%	-4%	-1%	3	19	1%
- CCCn1c(SCc2ccccc2)nc2c1c(=O)[nH]c(=O)n2C
 : 0.1%	-4%	21%	-8%	0%	-7%	1%	4%	-1	-19	3%
- Cc1c(C#N)c(=O)oc2ccc3ccccc3c12
 : -0.7%	i	-7%	2%	-1%	nt	-2%	-1%	-1	-13	-17%
- COC(=O)c1c(C(=O)OC)c2cccc3cc(-c4ccccc4)c4ccc1c4n32
 : -0.5%	-15%	-20%	-3%	-9%	?	0%	9%	-9	3	6%
- O=C(CC(=O)N/N=C/c1c(Cl)cccc1Cl)NCc1cccnc1
 : 0.2%	1%	0%	-2%	-3%	nt	-1%	11%	nt	-14	-1%
- Cc1cc(C)cc(NC(=O)COC(=O)[C@@H](NC(=O)c2ccco2)C(C)C)c1
 : 0.0%	0%	8%	4%	-1%	-7%	4%	-1%	0	-10	2%
- CCOC(=O)C1=C(O)CSC1=Nc1ccccc1
 : 0.0%	2%	0%	-7%	1%	1%	1%	2%	-1	3	-5%
- O=C(N=C1c2ccccc2CN1c1ccc(F)c(F)c1)c1cccnc1
 : -0.1%	-2%	16%	-8%	-1%	-4%	13%	-5%	-3	11	-9%
- COc1ccc(NC(=O)CN(C)C(=O)CNC(=O)Cc2cccc3ccccc23)cc1
 : -0.9%	nt	7%	-1%	0%	nt	-4%	-8%	nt	-5	9%
- CCc1ccccc1NC(=O)c1ccc(NCCc2ccccc2)c([N+](=O)[O-])c1
 : -0.9%	-9%	0%	-1%	4%	-15%	0%	-1%	-17	-24	?
- C=CCn1c(SCC(=O)N2CCOCC2)nc(O)cc1=O
 : -3.6%	-6%	14%	-7%	0%	5%	nt	-13%	-2	-4	-7%
- COc1ccc2c(c1)[N+](C)(C)C(C)(C)C=C2C
 : 0.0%	8%	5%	0%	-2%	7%	5%	12%	2	?	?
- Nn1c(Cc2ccccc2F)nnc1SCC(=O)N1CC(=O)Nc2ccccc21
 : 0.2%	5%	-22%	8%	-6%	-3%	-3%	-1%	1	1	1%
- CCC(C)(C)NC(=O)C(c1ccc(F)cc1)N(Cc1cccc(OC)c1)C(=O)c1cnccn1 (stereo not drawn)
 : -1.0%	1%	10%	1%	-10%	3%	1%	-2%	-1	-13	-7%
- CCCCCCC(=O)Nc1c2c(nc3ccccc13)N(C)CC2
 : nt	196%[activator]	7%	nt	-3%	2%	0%	-1%	3	3	nt
- CC(C)CCn1c(N2CCCC2)nc2c1c(=O)n(C)c(=O)n2C
 : -0.7%	4%	-17%	0%	-8%	-9%	-1%	2%	1	17	0%
- Cc1ccc2nc(SCC(=O)NC3CCCCC3)nc(=O)n2c1
 : 0.8%	nt	16%	-1%	-1%	nt	nt	nt	nt	8	-13%
- O=C(/C=C/c1ccco1)Nc1nc(-c2ccc(F)c(F)c2)cs1
 : 0.4%	3%	0%	-14%	3%	nt	1%	2%	0	-14	11%
- Cc1cccc(OCCSc2nc3c([nH]2)c(=N)ncn3Cc2ccccc2)c1
 : 4.1%	-6%	-10%	0%	-4%	-10%	-3%	4%	0	11	-5%
- CS(=O)(=O)N(CC(=O)Nc1ccc2c(c1)OCCO2)Cc1ccc(Cl)cc1
 : 0.2%	0%	-10%	-13%	-1%	0%	5%	-8%	1	-5	-17%
- CC(=O)CC(=O)Nc1ncccn1
 : -0.1%	2%	-16%	-1%	1%	8%	-3%	4%	2	2	1%
- CCC(C)Nc1cc(C)nc2ncnn12 (stereo not drawn)
 : -0.2%	4%	0%	2%	-1%	-2%	7%	-25%	1	11	-1%
- CCCCOc1cccc(C(=O)NNC(=S)NC2CCCCC2)c1
 : 0.5%	-10%	-25%	-3%	-4%	14%	-1%	0%	-1	-1	?
- COc1ccc(-c2nn(-c3ccccc3)cc2C(=O)NC2CC2)cc1
 : 0.0%	-1%	4%	-6%	-1%	nt	nt	nt	nt	-22	?
- C=CCNC(=O)c1ccc(Sc2ccccc2)c([N+](=O)[O-])c1
 : -0.2%	-2%	3%	3%	-3%	?	1%	2%	-1	-7	-4%
- Cc1nc2scc(C)n2c(=O)c1S(=O)(=O)Nc1ccc(N2CCN(C(=O)C(C)C)CC2)cc1
 : 0.4%	-6%	33%	-3%	0%	-4%	9%	0%	0	-3	6%
- O=C(CCN1CCN(S(=O)(=O)c2ccc(Cl)cc2)CC1)Nc1ccc(F)cc1
 : 0.3%	2%	-11%	-13%	-2%	nt	2%	nt	nt	2	-1%
- O=C(NNC(=O)c1ccc(Cl)cc1Cl)c1cccs1
 : 0.3%	-1%	5%	0%	-1%	2%	-2%	3%	3	8	?
- COc1ccccc1C(=O)NC(=S)Nc1ccc(N2CCOCC2)c(Cl)c1
 : 0.0%	-3%	21%	-1%	-2%	20%	0%	0%	1	2	1%
